Assay outcomes deposited in PubChem by several laboratories.
PKA-R2B act = activators of PKA-R2B holoenzyme, primary screen, biochemical, fluorescence polarization, Cy5-IP20, human. cAMP-dependent protein kinase catalytic subunit beta (Homo sapiens) + cAMP-dependent …. PKA-R2B holoenzyme dissociation; R2B truncated from residue 108, S112A mutant; 0% DMSO only, 100% 113 µM cGMP. activation, % at 11.4 µM. 0.079% of 340,000 active;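 active = activation above a cutoff set at the mean over all compounds plus 3 SD, cut at about 18% in these data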;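 also: higher means more holoenzyme dissociation and a rise in polarization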
CDK5 inh = inhibitors of human CDK5/p35 kinase, primary screen, biochemical, single concentration; AID 488839, 2010; inhibition, % at 10 µM; Cyclin-dependent kinase 5 (Homo sapiens) + Cyclin-dependent kinase 5 activator 1 (Homo …; Recombinant CDK5/p35, ADP-Glo luminescence, 60 min; 0.01% of 330,000 active;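 active = highest replicate inhibition of at least 50% and at least 75% of replicates reaching 50%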;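 also: plate controls were DMSO neutral control for no effect and GW8510 at 10 µM for full effect; many of its hits are not listed in these tables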
Target sequence (Q00535 whole entry, looked up): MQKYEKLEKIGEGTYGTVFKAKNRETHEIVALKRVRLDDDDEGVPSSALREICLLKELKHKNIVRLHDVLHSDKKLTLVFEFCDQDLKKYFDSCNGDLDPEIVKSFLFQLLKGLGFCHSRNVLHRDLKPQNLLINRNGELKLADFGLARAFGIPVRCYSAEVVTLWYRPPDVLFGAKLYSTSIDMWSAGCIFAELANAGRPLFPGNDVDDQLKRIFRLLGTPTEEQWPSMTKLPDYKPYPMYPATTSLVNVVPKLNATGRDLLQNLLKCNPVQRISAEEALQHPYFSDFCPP
Target sequence (Q15078 whole entry, looked up): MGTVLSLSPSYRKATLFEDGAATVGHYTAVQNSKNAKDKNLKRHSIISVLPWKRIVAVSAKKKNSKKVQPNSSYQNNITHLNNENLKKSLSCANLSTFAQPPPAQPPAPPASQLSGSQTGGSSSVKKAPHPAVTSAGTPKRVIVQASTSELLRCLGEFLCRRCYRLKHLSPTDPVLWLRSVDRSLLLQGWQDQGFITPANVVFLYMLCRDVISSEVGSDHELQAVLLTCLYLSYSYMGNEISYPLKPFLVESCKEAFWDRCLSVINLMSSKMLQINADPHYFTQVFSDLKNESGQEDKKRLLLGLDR
DSG3 Ab inh = inhibitors of pemphigus antibody binding to DSG3, primary screen, biochemical, bead-based, flow cytometry, scFv-GFP | Desmoglein-3 (Homo sapiens), P32926 | DSG3-coupled beads, scFv-anti-DSG3-GFP binding; stronger effect = lower value | binding (percent of control), % at 10 µM | 0.48% of 310,000 active | AID 588358, 2011;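 active = binding more than 3 SD below its plate's average and above zero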;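 also: hits lower antibody fragment binding to DSG3; some compounds called inactive have numbers as strong as hits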
NSD2 HMT inh = NSD2 histone methyltransferase inhibitors, primary screen, biochemical, AlphaScreen, single concentration, set 2 | AID 743445, 2014 | inhibition, % at 12.5 µM | NSD2 peptide methylation, 120 min | Histone-lysine N-methyltransferase NSD2 (Homo sapiens), O96028 | 0.54% of 310,000 active; in the data active = inhibition above about 50%
SR-BI uptake up = activators of SR-BI mediated DiI-HDL uptake, primary screen, ldlA[mSR-BI] CHO cells, DiI fluorescence; activation, % at 12.5 µM; 0.096% of 320,000 active; 3 h; 100 = double the neutral-control signal;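 active = mean replicate activation of at least 60% and every replicate at or above 60%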;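 also: 0% = median plate neutral-control signal and 100% = twice that signal; values of inactives mirror those of a sister screen read the other way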
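Assay system: LDL receptor-deficient CHO ldlA cells overexpressing murine SR-BI / Medium: BSA-supplemented, HEPES-buffered Ham's F12, pH 7.4 / Probe or stimulus: DiI-labelled HDL at 10 µg/mL final / Timing: compound with DiI-HDL co-incubation, 3 h at 37 °C / Technique: bottom-read cell fluorescence after medium removal, ex 550/em 595 nm / Measure: HDL uptake via cellular fluorescence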
Arrestin-AP2 inh = inhibitors of beta-arrestin/AP2 binding, primary screen, biochemical, GPCR trafficking, flow cytometry | FITC-arrestin peptide / GST-AP2 beads; AP2 beta2 appendage carries R879A mutation | inhibition, % at 10 µM | 0.31% of 340,000 active | AID 504490, 2011;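 active = inhibition above a set limit, near 3 SD of compounds lacking own fluorescence, cut at about 54% in these data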;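 also: plate controls were DMSO wells for no effect and 5 µM unlabelled arrestin peptide for full effect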
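System: GST-AP2 R879A bound to glutathione beads, E. coli-expressed. Also added: 50 nM FITC-arrestin peptide. Schedule: compound with beads 12 min RT, then probe 1 h RT. Signal: bead flow cytometry, FITC channel. Read-out basis: percent response.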
dFosB activator = activators of delta FosB homodimer, primary screen, biochemical, fluorescence polarization, TAMRA-CDK5 oligo, single point. activation, % at 25 µM. 0.99% of 340,000 active. AID 493131, 2011. purified delta FosB; percent of positive-control signal above neutral wells. Protein FosB (Mus musculus), P13346;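 active = mean activation above about 17%, with every replicate also reaching it, limit read from the data, passing the limit was not always enough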;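 also: fluorescence polarization rise as delta FosB binds a TAMRA Cdk5 AP-1 oligo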
MITF act = activators of MITF-driven TRPM1 promoter reporter, primary screen, cell-based, SK-MEL-5, luciferase, single point; SK-MEL-5 TRPM1-promoter luciferase, 24 h; % of positive control, neutral wells = 0; activation, % at 12.5 µM; 0.75% of 300,000 active;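 active = mean activation of at least 80% with every replicate also reaching 80%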;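 also: 0% = neutral control wells and 100% = parthenolide positive control wells; values of inactives mirror those of a sister screen read the other way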
PKA-R1A activ = activators of PKA-R1A holoenzyme, primary screen, biochemical, fluorescence polarization, Cy5-IP20, bovine R1A, mouse PKAc. 0.083% of 340,000 active. activation, % at 11.4 µM. cAMP-dependent protein kinase type I-alpha regulatory subunit (Bos taurus) + …. PKA-R1A dissociation; scaled: DMSO 0%, 113 µM cGMP 100%. AID 504707, 2011;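 active = percent activation above the mean of all tested compounds plus 3 SD, cut at about 19% in these data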;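 also: higher means more PKAc released from R1A so a rise in polarization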
SR-BI DiI inh = inhibitors of SR-BI mediated HDL lipid uptake, primary screen, ldlA[mSR-BI] cells, fluorescence, single point | Scavenger receptor class B member 1 (Mus musculus), Q61009 | ldlA[mSR-BI] CHO cells, DiI-HDL uptake fluorescence, 3 h | inhibition, % at 12.5 µM | 0.96% of 320,000 active | AID 488896, 2010;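 active = mean replicate inhibition of at least 70% and a set share of replicates each scoring 70 or more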;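 also: 0% = median of neutral control wells and 100% = median of positive control wells; values of inactives mirror those of a sister screen read the other way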
Target sequence (Q61009 whole entry, looked up): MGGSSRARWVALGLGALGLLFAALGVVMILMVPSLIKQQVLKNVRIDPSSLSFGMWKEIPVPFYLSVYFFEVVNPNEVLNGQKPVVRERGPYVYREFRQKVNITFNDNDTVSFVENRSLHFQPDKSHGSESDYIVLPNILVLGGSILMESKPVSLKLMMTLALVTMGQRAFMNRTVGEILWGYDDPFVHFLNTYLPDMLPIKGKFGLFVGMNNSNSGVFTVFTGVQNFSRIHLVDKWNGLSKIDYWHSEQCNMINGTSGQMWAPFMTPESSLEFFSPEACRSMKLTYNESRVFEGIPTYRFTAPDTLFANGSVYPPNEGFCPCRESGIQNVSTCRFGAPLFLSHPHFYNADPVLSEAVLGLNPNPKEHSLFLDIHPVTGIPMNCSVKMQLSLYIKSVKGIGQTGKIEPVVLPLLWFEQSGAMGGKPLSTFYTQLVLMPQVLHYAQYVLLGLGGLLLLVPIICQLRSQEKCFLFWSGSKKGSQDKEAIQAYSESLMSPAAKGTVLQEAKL
Mot1-301 SUMO = yeast Mot1-301 growth rescue at high temperature, primary screen, SUMOylation pathway inhibitor project, S. cerevisiae, ATP luminescence, 38.5C | AID 2716, 2010 | S. cerevisiae Mot1-301 growth rescue; percent above DMSO median, 100 means doubled | 1% of 320,000 active | growth rescue, % at 18.8 µM;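 active = every valid replicate shows activation above 250% relative to neutral control wells; inactive = the rest, any valid replicate at or below 250%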;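 also: OY570 slx delta 5 strain wells were the positive control but not used for scaling; some compounds called inactive have numbers as strong as hits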
* hit, by the source's call; nt = no result given. Outcome played no part in choosing rows (roughly 4.7% active in at least one column).

SMILES	PKA-R2B act	CDK5 inh	DSG3 Ab inh	NSD2 HMT inh	SR-BI uptake up	Arrestin-AP2 inh	dFosB activator	MITF act	PKA-R1A activ	SR-BI DiI inh	Mot1-301 SUMO
O=C(Nc1ccc2ccccc2c1)c1ccc(Cl)cc1Cl	-5	0.6	98	-2	-27	34	-10	70	8	27	-8
CCCCCOCC1CC(C/C(C)=N/NC(N)=O)(C(=O)OCC)C(=O)O1 (stereo not drawn)	5	-0.2	nt	-2	5	-4	-7	4	-9	-5	2
O=[N+]([O-])c1ccc(-c2ccc(S(=O)(=O)N3CCOCC3)cc2)cc1	-3	-0.3	110	1	-80	-2	-10	6	-13	80*	-5
Cn1nc(C(=O)N2CCN(c3ccc([N+](=O)[O-])cc3)CC2)c2c1-c1ccccc1S(=O)(=O)C2	6	-2.5	nt	nt	-54	-1	6	3	0	54	93
O=C(Nc1ccc(S(=O)(=O)N2CCOCC2)cc1)c1cc(-c2cc(Cl)ccc2O)n[nH]1	-6	-3.4	113	-7	nt	9	-2	-12	-7	nt	-22
CCOC(=O)c1sc2nc(CN3CCN(c4cccc(C(F)(F)F)c4)CC3)[nH]c(=O)c2c1C	-1	1.3	107	0	12	6	-9	14	4	-12	552
O=C(OCc1cnc(Cl)s1)c1cccs1	0	-4.4	101	52*	-5	4	-3	9	-3	5	-4
CCC(=O)Nc1nnc(S(=O)(=O)N(C)c2ccccc2)s1	0	0.6	119	-2	24	4	-8	23	-8	-24	319
COc1ccccc1Nc1nc(N)nc(CCl)n1	2	1.5	96	0	4	-18	-7	nt	-4	-4	-7
COc1cc(C(C)=O)ccc1COc1ccc(C(=O)OCC(=O)NC(C)(C)C)cc1OC	-6	2.2	83	0	-22	25	-13	-4	-7	22	-9
CCOC(=O)C1CCCN(S(=O)(=O)c2cc(OCC(N)=O)c(C)cc2Cl)C1 (stereo not drawn)	-6	-0.7	97	-1	-4	1	-2	1	0	4	-2
Cn1c(O)c(C=NCCCCCC(=O)O)c(=O)n(C)c1=O	-3	0.9	90	-21	18	2	5	-4	1	-18	nt
O=C1CCCCCN1CSc1nc2ccccc2s1	4	1.4	99	0	17	-29	-3	12	-3	-17	-22
Cc1ccc(C2CC2C(=O)NNC(=S)Nc2cccc(C)c2)cc1 (stereo not drawn)	-7	0.3	99	-1	9	2	-11	nt	3	-9	1
CC(C)(C)OC(=O)N[C@@H](Cc1ccccc1)c1nnc(SCC(N)=O)o1	5	0.1	nt	-1	10	5	-7	nt	-6	-10	20

A few values from above:
Under PKA-R2B act, `O=C(OCc1cnc(Cl)s1)c1cccs1` has the entry 0
Under Mot1-301 SUMO, `O=C(Nc1ccc2ccccc2c1)c1ccc(Cl)cc1Cl` has the entry -8
Under DSG3 Ab inh, `COc1cc(C(C)=O)ccc1COc1ccc(C(=O)OCC(=O)NC(C)(C)C)cc1OC` has the entry 83
Under SR-BI DiI inh, `CCOC(=O)C1CCCN(S(=O)(=O)c2cc(OCC(N)=O)c(C)cc2Cl)C1` (stereo not drawn) has the entry 4

Going on with the list:
SMILES	PKA-R2B act	CDK5 inh	DSG3 Ab inh	NSD2 HMT inh	SR-BI uptake up	Arrestin-AP2 inh	dFosB activator	MITF act	PKA-R1A activ	SR-BI DiI inh	Mot1-301 SUMO
CCCn1c(CC)nc([N+](=O)[O-])c1Sc1ccc(C)cc1	-3	0.0	99	5	1	2	0	nt	-13	-1	5
Cn1nnnc1SCc1nnc(-c2ccc(Cl)cc2)o1	-17	-0.3	102	-1	13	0	-1	8	-5	-13	-9
C=CCn1c(SCC(=O)N2CCCC2)nc2c([nH]c3ccccc32)c1=O	-9	-2.5	101	-1	15	-1	-6	-19	-3	-15	-13
CCN(CC)S(=O)(=O)c1ccc2[nH]c(=O)cc(C(=O)Nc3ccc(C)cc3)c2c1	2	1.3	112	nt	nt	1	6	-10	-10	nt	nt
CC(C)c1ccc(NC(=O)C2CCN(c3ncnc4c3nc3n4CCCCC3)CC2)cc1	-1	0.1	106	-4	nt	3	-2	-25	-6	27	95
O=c1oc(-c2ccc(O)c(O)c2)cc2cc(O)cc(O)c12	-11	2.8	101	nt	-49	18	4	60	8	49	nt
O=C(Cc1ccc(Cl)cc1)NCC(=O)N1CCN(c2ccccc2)CC1	-14	0.1	110	2	-12	-5	-3	-5	-11	12	-14
CCOc1ccc(CNC(=O)CCc2cn(Cc3ccccc3)c3ccccc23)cc1	-1	-2.0	68	nt	-17	-4	-6	5	2	17	nt
CC(C)(C)C(C(=O)Oc1ccccc1)c1ccccc1 (stereo not drawn)	-9	1.3	142	nt	-21	11	1	-6	8	21	21
Cc1nnc2c3ccccc3ccn12	4	-0.3	100	-1	12	29	4	8	5	-12	nt
CN1N=C(C(F)(F)F)CC1=O	-13	-5.6	98	-3	13	19	3	22	-1	-13	6
Cc1ccc(S(=O)(=O)CCC(=O)Nc2nc(C(C)(C)C)cs2)cc1	-2	-1.5	nt	2	7	-13	-9	2	-8	-7	-4
COc1ccc(CCNC(=O)CSc2nnc3ccc(-c4cccnc4)nn23)cc1	1	-0.6	98	nt	nt	2	-5	15	0	nt	20
c1csc(-c2ccnc3ncnn23)c1	-8	0.4	96	-1	-14	4	-6	-1	1	14	-17
CC1CN(Cc2nc3c(c(=O)n(C)c(=O)n3C)n2CC(O)CO)CC(C)O1 (stereo not drawn)	1	0.3	nt	21	-12	-1	2	nt	-3	12	4

Two of the compounds above, as labelled records.
CCOc1ccc(CNC(=O)CCc2cn(Cc3ccccc3)c3ccccc23)cc1
  PKA-R2B act: -1
  CDK5 inh: -2.0
  DSG3 Ab inh: 68
  NSD2 HMT inh: nt
  SR-BI uptake up: -17
  Arrestin-AP2 inh: -4
  dFosB activator: -6
  MITF act: 5
  PKA-R1A activ: 2
  SR-BI DiI inh: 17
  Mot1-301 SUMO: nt
CC(C)(C)C(C(=O)Oc1ccccc1)c1ccccc1 (stereo not drawn)
  PKA-R2B act: -9
  CDK5 inh: 1.3
  DSG3 Ab inh: 142
  NSD2 HMT inh: nt
  SR-BI uptake up: -21
  Arrestin-AP2 inh: 11
  dFosB activator: 1
  MITF act: -6
  PKA-R1A activ: 8
  SR-BI DiI inh: 21
  Mot1-301 SUMO: 21

Following part
SMILES	PKA-R2B act	CDK5 inh	DSG3 Ab inh	NSD2 HMT inh	SR-BI uptake up	Arrestin-AP2 inh	dFosB activator	MITF act	PKA-R1A activ	SR-BI DiI inh	Mot1-301 SUMO
CCOC(=O)/C(C#N)=C/c1c(N2CCN(c3ccccc3)CC2)nc2ccccn2c1=O	-1	-0.1	88	9	-6	-15	-15	5	-6	6	367
COc1ccccc1N1CCN(C2CCCN(C(=O)c3cscn3)C2)CC1 (stereo not drawn)	3	nt	nt	3	7	-2	5	0	-14	-7	-1
CCCNC(=O)N1CCN(Cc2ccco2)CC1	-3	-0.5	85	1	8	1	-5	-13	-1	-8	-3
Cn1c(CN2CCOCC2)nnc1SCc1ccc(C#N)cc1	-4	-2.1	99	6	-10	-9	6	nt	0	10	7
NC1=NC(=O)/C(=C/c2ccc(OCC(=O)O)cc2)S1	4	0.9	103	0	-2	4	-6	-1	2	2	1
CC(=O)C1=C(c2ccccc2)NC(=S)NC1c1ccc(O)c(O)c1 (stereo not drawn)	-8	1.2	114	5	-12	6	-11	-2	-1	12	13
Cc1cc(CCCCCCCCc2cc(C)cc(=O)o2)oc(=O)c1	-18	0.1	128	0	-17	-10	-3	2	-11	17	-3
Cc1ccc(-n2nnnc2SCC(=O)Nc2cccc(NC(=O)c3ccco3)c2)cc1C	9	-0.4	100	-7	-60	18	-5	4	3	60	-11
COc1ccc(-n2c(C)cc(=O)c3c2CC(C)(C)CC3=O)cc1	9	0.1	94	nt	1	0	-2	-12	-5	-1	-8
Cc1ccc(Oc2ccc(OCC(=O)NC(CC(C)C)C(=O)O)cc2)cc1 (stereo not drawn)	-7	0.6	99	-4	11	-26	-8	7	1	-11	106
O=C(Nc1nc(-c2cc3ccccc3o2)cs1)c1ccc(S(=O)(=O)N2CCCC2)cc1	-16	-0.4	93	7	-51	13	4	-40	-15	51	-13
CC1CCCN(C(=O)NC(=O)c2ccc(Cl)cc2)C1 (stereo not drawn)	6	0.7	nt	-3	-6	-20	-1	6	-2	6	1
CCCN1CCN(C(=O)c2ccc(Sc3ccc(C)cc3)c(NC(C)=O)c2)CC1	2	-0.7	98	7	22	8	-4	3	-5	-22	-18
Cc1ccc(NC(=S)N(CCCN2CCCC(C)C2)Cc2ccco2)cc1C (stereo not drawn)	-12	2.3	106	2	10	11	-6	14	11	-10	7
CCOc1ccc(-c2nnn(CC(=O)NCc3ccccc3)n2)cc1	3	0.2	107	-3	-10	50	3	-8	6	10	12
Cc1sc2ncnc(SCC(=O)NNC(=O)c3ccco3)c2c1C	-14	-0.2	95	-1	-11	-6	4	11	5	11	248
COC(=O)CSc1ccc2nnc(CCNS(=O)(=O)c3ccc(C)cc3)n2n1	-7	1.7	95	1	4	-27	2	2	0	-4	nt
CC(C)N(Cc1ccccc1)C(=S)Nc1ccc(F)cc1	14	0.8	98	nt	10	1	-4	4	6	-10	-6
Cc1ccsc1C1Nc2ccccc2C(=O)N1O (stereo not drawn)	-12	-1.1	109	0	25	3	-4	5	-4	-25	11
Cc1cc(C)c([C@@H]2C[C@H]3CN(C4CCCC4)C(=O)[C@]34CCCN24)c(-n2cccn2)c1	-12	-0.3	114	12	-6	5	-3	1	-13	6	-4
